GLP1R inv ag: qHTS of GLP-1 Receptor Inverse Agonists (Inhibition Mode) | Glucagon-like peptide 1 receptor (Homo sapiens), P43220 | HEK293 GLP-1R CRE-luciferase, luminescence, 24 h; GLP-1R form is constitutively active | Potency, µM (top dose mostly 38.3 µM), for the others: at the highest dose activity change, negative = inhibition, actives largely listed as inhibitors | 410,000 compounds, 1.6% hits | AID 624417, 2012; also: % is scaled to controls: 0 for no effect and ±100 for the full control effect; nearly all actives have a fitted effect of over 55% in size
Target sequence (P43220 whole entry, looked up): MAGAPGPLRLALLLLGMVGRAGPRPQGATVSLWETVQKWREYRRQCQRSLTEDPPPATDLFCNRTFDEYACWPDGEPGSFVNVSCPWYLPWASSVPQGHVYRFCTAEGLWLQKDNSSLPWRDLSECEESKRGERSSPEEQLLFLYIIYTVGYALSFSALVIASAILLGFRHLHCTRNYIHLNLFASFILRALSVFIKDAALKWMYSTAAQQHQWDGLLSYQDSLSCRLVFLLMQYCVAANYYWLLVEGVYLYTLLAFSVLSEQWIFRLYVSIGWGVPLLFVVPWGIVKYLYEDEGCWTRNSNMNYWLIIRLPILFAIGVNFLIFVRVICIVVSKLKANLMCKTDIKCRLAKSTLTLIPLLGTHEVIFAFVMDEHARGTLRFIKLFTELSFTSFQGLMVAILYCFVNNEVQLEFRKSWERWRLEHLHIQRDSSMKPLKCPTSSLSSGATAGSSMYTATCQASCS
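Inverse agonists were sought by their lowering of basal cAMP reporter luciferase output in HEK293 cells stably carrying constitutively active human GLP-1R, after 24 h compound treatment.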
GLP1R cytotox: qHTS of GLP-1 Receptor Inverse Agonists: Cytotox Screen. Potency, µM (titrated, usually from 38.3 µM), for the others: at the top dose activity change, negative = inhibition, usual class: inhibitors. AID 624418, 2012. 410,000 compounds, 0.13% hits. HEK293 cAMP-luciferase reporter cells, luminescence, 24 h;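 also: loss of luciferase light is scored as toxicity; % is scaled to controls: 0 for no effect and ±100 for the full control effect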
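Compound-treated cells are incubated 24 hr at 37 deg C under 5% CO2 after a 12 hour attachment period, then luciferase detection reagent is added and luminescence is measured following 12 min at room temperature; lowered signal indicates toxicity.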
PTHR1 agonist: qHTS for PTHR1 Agonists: Primary Screen | 410,000 compounds, 0.075% hits | AID 743266, 2014 | Potency, µM (highest dose often 115 µM), for the others: top-dose activation, usual class: activators | HEK293 GP2 PTHR1 cells, GloSensor cAMP luminescence, 1 h; also: nearly all actives have a fitted effect of over 55% in size; some results filed as inactive show a strong effect at the top dose; inactives centre near -15; many of its hits are not listed in these tables
Target sequence (Q03431 whole entry, looked up): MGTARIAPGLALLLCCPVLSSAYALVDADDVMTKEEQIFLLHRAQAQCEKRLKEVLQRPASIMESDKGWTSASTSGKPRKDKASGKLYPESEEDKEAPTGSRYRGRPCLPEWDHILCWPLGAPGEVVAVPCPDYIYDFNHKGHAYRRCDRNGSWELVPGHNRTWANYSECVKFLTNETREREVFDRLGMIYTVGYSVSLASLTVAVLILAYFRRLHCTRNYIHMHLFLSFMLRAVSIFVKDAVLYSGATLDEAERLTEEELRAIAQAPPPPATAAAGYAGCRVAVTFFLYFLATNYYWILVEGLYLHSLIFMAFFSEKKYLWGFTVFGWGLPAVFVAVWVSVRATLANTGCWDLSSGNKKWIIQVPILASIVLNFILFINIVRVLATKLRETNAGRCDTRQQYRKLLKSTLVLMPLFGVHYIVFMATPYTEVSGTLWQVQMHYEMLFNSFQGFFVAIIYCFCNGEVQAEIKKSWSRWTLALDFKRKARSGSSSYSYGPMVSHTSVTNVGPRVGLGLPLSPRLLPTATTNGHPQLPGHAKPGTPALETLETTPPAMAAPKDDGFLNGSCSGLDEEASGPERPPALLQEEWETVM
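HEK-293-derived GP2 cells expressing PTHR1 and a GloSensor cAMP reporter, 3,000/well, plated overnight, given luciferin plus IBMX (each 0.5 mM as added) for 1 h at 37 °C, then compound for 1 h at 37 °C. Luminescence was read after 15 min at room temperature.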
* = called active by the depositor; [ ] = dose if it differs, or a comment. Calls follow the shape of the dose curve; as a rule, active = well fitted curve in the direction sought with a large enough effect; inconclusive = small, poorly fitted or top-dose-only effect, or another doubt; inactive = no such curve, though single readings can be large; an effect the other way counts as inactive or inconclusive. Potency is read from the fitted curve at half-maximal effect. Only part of the results is shown; the hit share may differ from the screen's.

How did COc1cccc(C(=O)N2CCC(N3CCN(Cc4ccc(F)cc4)C(=O)C3=O)CC2)c1 do in these assays?
GLP1R inv ag: -13%; GLP1R cytotox: -10%; PTHR1 agonist: -5%

How did CC(CNC(=O)C1CCN(S(=O)(=O)c2ccc3c(ccn3C)c2)CC1)c1ccccc1 (centres undefined) do in these assays?
GLP1R inv ag: 10%; GLP1R cytotox: -3%; PTHR1 agonist: -9%

How did O=C(NCCc1ccc(F)cc1)C(=O)NCC(c1ccco1)S(=O)(=O)c1cccs1 (centres undefined) do in these assays?
GLP1R inv ag: -16%; GLP1R cytotox: -4%; PTHR1 agonist: -29%

Results for Cc1ccc(CCNC(=O)c2cc3cc(S(=O)(=O)N4CCCCC4)ccc3n2C)cc1 ?
GLP1R inv ag: 11%; GLP1R cytotox: 0%; PTHR1 agonist: -6%

Results for N#C/C(=C/c1ccccc1Cl)c1nc2ccccc2c(=O)[nH]1 ?
GLP1R inv ag: -9%; GLP1R cytotox: -2%; PTHR1 agonist: inactive

Results for CCOc1ccc(NC(=O)CN(Cc2ccccc2)S(=O)(=O)c2ccc3nc(C)sc3c2)cc1 ?
GLP1R inv ag: inconclusive; GLP1R cytotox: 1%; PTHR1 agonist: -60%[inhibitor]

Results for Cc1csc2nc(COC(=O)c3ccccc3NC(=O)COc3ccccc3F)cc(=O)n12 ?
GLP1R inv ag: -22%; GLP1R cytotox: -9%; PTHR1 agonist: -2%

How did CCCCn1c(-c2ccc(S(=O)(=O)N3CCOCC3)cc2)csc1=Nc1ccccc1 do in these assays?
GLP1R inv ag: 13%; GLP1R cytotox: 1%; PTHR1 agonist: -55%[inhibitor]

What do the screens show for `Cc1ccc2ncc(C(=O)Nc3ccc(F)cc3F)c(=O)n2c1`?
GLP1R inv ag: 16%; GLP1R cytotox: 1%; PTHR1 agonist: inactive

What do the screens show for `Cc1cccc(NC(=O)Cn2c(=O)n(Cc3nc(-c4ccccc4)no3)c(=O)c3ccccc32)c1`?
GLP1R inv ag: -17%; GLP1R cytotox: -1%; PTHR1 agonist: -2%

How did COC(=O)c1ccc(NC(=O)C(=O)NCCc2csc3nc(-c4ccccc4F)nn23)cc1 do in these assays?
GLP1R inv ag: 2%; GLP1R cytotox: 0%; PTHR1 agonist: 0%

How did CCc1ccccc1NC(=O)CSc1nnc(COc2ccccc2Cl)o1 do in these assays?
GLP1R inv ag: -9%; GLP1R cytotox: 0%; PTHR1 agonist: -24%

Entries shown so far containing fluorine (5):
How did COc1cccc(C(=O)N2CCC(N3CCN(Cc4ccc(F)cc4)C(=O)C3=O)CC2)c1 do in these assays?
GLP1R inv ag: -13%; GLP1R cytotox: -10%; PTHR1 agonist: -5%

How did O=C(NCCc1ccc(F)cc1)C(=O)NCC(c1ccco1)S(=O)(=O)c1cccs1 (centres undefined) do in these assays?
GLP1R inv ag: -16%; GLP1R cytotox: -4%; PTHR1 agonist: -29%

Results for Cc1csc2nc(COC(=O)c3ccccc3NC(=O)COc3ccccc3F)cc(=O)n12 ?
GLP1R inv ag: -22%; GLP1R cytotox: -9%; PTHR1 agonist: -2%

What do the screens show for `Cc1ccc2ncc(C(=O)Nc3ccc(F)cc3F)c(=O)n2c1`?
GLP1R inv ag: 16%; GLP1R cytotox: 1%; PTHR1 agonist: inactive

How did COC(=O)c1ccc(NC(=O)C(=O)NCCc2csc3nc(-c4ccccc4F)nn23)cc1 do in these assays?
GLP1R inv ag: 2%; GLP1R cytotox: 0%; PTHR1 agonist: 0%

Carrying on:
How did Cc1ccc(CN2C(=O)C(=O)c3cc(Br)cc(C)c32)cc1 do in these assays?
GLP1R inv ag: inconclusive; GLP1R cytotox: inconclusive; PTHR1 agonist: -4%

How did CC1CN(C(=O)CCC(=O)Nc2cc(F)ccc2F)c2ccccc2S1 (centres undefined) do in these assays?
GLP1R inv ag: inconclusive; GLP1R cytotox: 10%; PTHR1 agonist: -21%

Results for Cc1ccc(NC(=O)/C=C/c2ccccc2Cl)cc1Cl ?
GLP1R inv ag: -14%; GLP1R cytotox: -8%; PTHR1 agonist: -12%

What do the screens show for `CCc1ccc(CNC(=O)C2CCCN(c3nnc(C)c4c(C)n(-c5ccc(OC)cc5)nc34)C2)cc1` (centres undefined)?
GLP1R inv ag: 22%; GLP1R cytotox: -2%; PTHR1 agonist: -66%[inhibitor]

How did CC(C)(C)c1ccc(S(=O)(=O)N2CCC(c3ccncc3)CC2)cc1 do in these assays?
GLP1R inv ag: inconclusive; GLP1R cytotox: -30%; PTHR1 agonist: -40%

How did O=C(Nc1ccc(C(F)(F)F)cc1)c1cc(S(=O)(=O)NC2CCCCC2)ccc1F do in these assays?
GLP1R inv ag: inconclusive; GLP1R cytotox: -18%; PTHR1 agonist: -21%

How did CCOCCc1nnc(NC(=O)C(=O)c2cc(C)n(-c3ccc(Cl)cc3)c2C)s1 do in these assays?
GLP1R inv ag: 0%; GLP1R cytotox: 0%; PTHR1 agonist: -15%

What do the screens show for `COC(=O)c1c(NC(=O)CCCOc2ccc(C(C)(C)C)cc2)sc2c1CCC(C)C2` (centres undefined)?
GLP1R inv ag: 11%; GLP1R cytotox: 2%; PTHR1 agonist: inactive

Results for COc1ccc(OC)c(/C=C(/C#N)c2nc(-c3ccc(-c4ccccc4)cc3)cs2)c1 ?
GLP1R inv ag: 1%; GLP1R cytotox: -3%; PTHR1 agonist: inactive

Results for CC(=O)Nc1ccc(NC(=O)C2CCCN2S(=O)(=O)c2ccc3c(c2)CCCC(=O)N3)cc1 (centres undefined) ?
GLP1R inv ag: -1%; GLP1R cytotox: 5%; PTHR1 agonist: inactive

Results for Cc1ccc(-c2nnc(Nc3cccc(Cl)c3)c3ccccc23)cc1S(=O)(=O)N1CCCCC1 ?
GLP1R inv ag: inconclusive; GLP1R cytotox: -11%; PTHR1 agonist: -25%

How did COc1cccc(NC(=O)CSc2cc(C)c3ccccc3n2)c1 do in these assays?
GLP1R inv ag: -26%; GLP1R cytotox: -3%; PTHR1 agonist: -3%

Results for Cc1ccc(Cl)cc1-n1ncc2c(NCCCn3ccnc3)ncnc21 ?
GLP1R inv ag: -17%; GLP1R cytotox: 2%; PTHR1 agonist: inactive

Results for COc1ccc(OC)c(NC(=O)c2nc(SCc3ccc(F)cc3)ncc2Cl)c1 ?
GLP1R inv ag: -8%; GLP1R cytotox: -3%; PTHR1 agonist: 27%

Results for O=C(CCc1nnc2n(Cc3ccccc3Cl)c(=O)c3ccccc3n12)Nc1ccccc1 ?
GLP1R inv ag: 3%; GLP1R cytotox: -1%; PTHR1 agonist: inactive

What do the screens show for `Cc1ccc(C(c2sc3nc(-c4ccco4)nn3c2O)N2CCOCC2)cc1` (centres undefined)?
GLP1R inv ag: -4%; GLP1R cytotox: 9%; PTHR1 agonist: -25%

How did CC(=O)c1ccc(NC(=O)c2ccc(-n3cnnc3)cc2)cc1 do in these assays?
GLP1R inv ag: 2%; GLP1R cytotox: 0%; PTHR1 agonist: inactive

How did Cc1ccc(S(=O)(=O)Nc2ccc3c(c2)c(C(=O)OC(C)C)c(C)n3S(=O)(=O)c2ccc(C)cc2)cc1 do in these assays?
GLP1R inv ag: inconclusive; GLP1R cytotox: -4%; PTHR1 agonist: inactive

How did COc1ccccc1/C=C(\C#N)C(=O)NCC1CCCO1 (centres undefined) do in these assays?
GLP1R inv ag: -2%; GLP1R cytotox: 4%; PTHR1 agonist: -9%

What do the screens show for `COc1ccc(/C=C/C(=O)Nc2ccc(Cl)c(Cl)c2)cc1OC`?
GLP1R inv ag: 8.9µM*; GLP1R cytotox: inconclusive; PTHR1 agonist: -45%[inhibitor]

How did COc1ccc(-c2nc3ccccc3n3c(-c4cccc(C)c4)c4c(=O)n(C)c(=O)n(C)c4c23)cc1 do in these assays?
GLP1R inv ag: -11%; GLP1R cytotox: 13%; PTHR1 agonist: -19%

Results for Cc1ccc2oc3c(c(=O)c2c1)C(c1ccccc1F)N(c1ccccn1)C3=O (centres undefined) ?
GLP1R inv ag: 10%; GLP1R cytotox: 6%; PTHR1 agonist: inactive

How did Cc1sc(-n2cccc2)c(C(C)NC(=O)Nc2cccc(C(F)(F)F)c2)c1C (centres undefined) do in these assays?
GLP1R inv ag: 8.9µM*; GLP1R cytotox: -7%; PTHR1 agonist: -46%[inhibitor]

How did CCOCCCNC(=O)c1[nH]c2cc(OC)ccc2c1Sc1ccccc1 do in these assays?
GLP1R inv ag: -10%; GLP1R cytotox: -4%; PTHR1 agonist: inactive

Results for Cc1csc2nc(CCNS(=O)(=O)c3ccccc3)cn12 ?
GLP1R inv ag: 2%; GLP1R cytotox: -3%; PTHR1 agonist: inactive

What do the screens show for `COc1ccc2c(c1)sc1ncc(C(=O)NCc3ccc(Cl)cc3)c(=O)n12`?
GLP1R inv ag: 9%; GLP1R cytotox: 4%; PTHR1 agonist: -17%

How did Cc1ccc(CN2CCSc3ccc(C(=O)NCC(C)c4ccccc4)cc32)cc1 (centres undefined) do in these assays?
GLP1R inv ag: inconclusive; GLP1R cytotox: 1%; PTHR1 agonist: -22%

What do the screens show for `CCOc1ccc2nc(NC(=O)c3cc(=O)c4cc(C)cc(C)c4o3)sc2c1`?
GLP1R inv ag: 6%; GLP1R cytotox: -13%; PTHR1 agonist: inactive

How did Cc1ccc(C)c(NC(=O)Cn2cc(S(=O)(=O)Cc3cccc(Cl)c3)c3ccccc32)c1 do in these assays?
GLP1R inv ag: 4%; GLP1R cytotox: 0%; PTHR1 agonist: inactive

Results for Cc1ccccc1C(=O)Nc1nc2c(s1)CC(C(C)(C)C)CC2 (centres undefined) ?
GLP1R inv ag: inconclusive; GLP1R cytotox: -6%; PTHR1 agonist: -34%[inhibitor]

What do the screens show for `Cc1ccnc(NS(=O)(=O)c2ccc(NC(=O)c3ccc(C)c(C)c3)cc2)n1`?
GLP1R inv ag: -4%; GLP1R cytotox: -7%; PTHR1 agonist: -35%[inhibitor]

Results for COc1cc(C2c3c(oc4ccccc4c3=O)C(=O)N2c2ccccn2)cc(OC)c1OC (centres undefined) ?
GLP1R inv ag: 7%; GLP1R cytotox: 2%; PTHR1 agonist: 24%

How did O=C(NCc1ccccc1)C1CCN(c2ncnc3c2nc2n3CCCCC2)CC1 do in these assays?
GLP1R inv ag: -13%; GLP1R cytotox: 0%; PTHR1 agonist: 6%

How did CCOC(=O)c1cnc2c(C)cc(C)cc2c1Nc1ccc(N2CCOCC2)cc1 do in these assays?
GLP1R inv ag: -4%; GLP1R cytotox: -5%; PTHR1 agonist: -14%

How did Cc1ccc(CNC(=O)c2sc3nc[nH]c(=O)c3c2C)cc1 do in these assays?
GLP1R inv ag: 1%; GLP1R cytotox: 4%; PTHR1 agonist: -1%

Results for Cc1cccc(NC(=O)CSc2nc3ccccc3nc2N2CCOCC2)c1C ?
GLP1R inv ag: 4%; GLP1R cytotox: -4%; PTHR1 agonist: -11%

Results for Cc1cccc(NC(=O)CN2C(=O)c3cccnc3Oc3ccc(Cl)cc32)c1C ?
GLP1R inv ag: 21%; GLP1R cytotox: -14%; PTHR1 agonist: inactive

How did COc1ccc(CNC(=O)c2nn(C)c3c2CSc2ccccc2-3)cc1 do in these assays?
GLP1R inv ag: inconclusive; GLP1R cytotox: 0%; PTHR1 agonist: -17%

How did Cc1cc(C)cc(NC(=O)Nc2ccccc2OCc2cc(=O)n3ccccc3n2)c1 do in these assays?
GLP1R inv ag: -3%; GLP1R cytotox: 1%; PTHR1 agonist: inactive

How did Cc1ccc2onc(CNC(=O)N3CCN(c4cccc(C)c4C)CC3)c2c1 do in these assays?
GLP1R inv ag: inconclusive; GLP1R cytotox: -1%; PTHR1 agonist: -27%

What do the screens show for `Cc1cccc(NC(=O)N2CCC(n3c(C)nc4cccnc43)CC2)c1`?
GLP1R inv ag: 33%[activator]; GLP1R cytotox: 1%; PTHR1 agonist: -30%

How did Cc1c(CCNC(=O)c2ccc(C(C)(C)C)cc2)sc2nc(-c3ccc(F)cc3)nn12 do in these assays?
GLP1R inv ag: 3%; GLP1R cytotox: 6%; PTHR1 agonist: -47%[inhibitor]

Pulled by compound from the entries so far (three):
What do the screens show for `Cc1cccc(NC(=O)N2CCC(n3c(C)nc4cccnc43)CC2)c1`?
GLP1R inv ag: 33%[activator]; GLP1R cytotox: 1%; PTHR1 agonist: -30%

Results for Cc1ccc(Cl)cc1-n1ncc2c(NCCCn3ccnc3)ncnc21 ?
GLP1R inv ag: -17%; GLP1R cytotox: 2%; PTHR1 agonist: inactive

How did Cc1c(CCNC(=O)c2ccc(C(C)(C)C)cc2)sc2nc(-c3ccc(F)cc3)nn12 do in these assays?
GLP1R inv ag: 3%; GLP1R cytotox: 6%; PTHR1 agonist: -47%[inhibitor]
